Screening results from PubChem.
PostGolgi ctrl = growth inhibition of yeast control strain, primary screen, counter-screen for post-Golgi transport modulator project | efflux-deficient yeast background strain, growth absorbance A615, 16 h | inhibition, % at 10 µM | 5% of 98,000 active | AID 738, 2007
PLAP activator = PLAP enzyme activators, biochemical, luminescence, HTS; Alkaline phosphatase, placental type (Homo sapiens), P05187; purified PLAP enzyme, luminescent substrate read-out; hits give high values; activation fold at 20 µM; 1.2% of 96,000 active; AID 696, 2007; in the data active = activation fold above about 2
S1P2 ag = S1P2 receptor agonists, primary screen, cell-based | AID 729, 2007 | Sphingosine 1-phosphate receptor 2 (Homo sapiens), O95136 | 0.46% of 97,000 active | activation, % at 4.5 µM | S1P2-expressing cell line, agonist reporter read-out; in the data active = activation above about 16%;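 note: 0% = vehicle low control and 100% = maximal reference agonist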
Target sequence (O95136 whole entry, looked up): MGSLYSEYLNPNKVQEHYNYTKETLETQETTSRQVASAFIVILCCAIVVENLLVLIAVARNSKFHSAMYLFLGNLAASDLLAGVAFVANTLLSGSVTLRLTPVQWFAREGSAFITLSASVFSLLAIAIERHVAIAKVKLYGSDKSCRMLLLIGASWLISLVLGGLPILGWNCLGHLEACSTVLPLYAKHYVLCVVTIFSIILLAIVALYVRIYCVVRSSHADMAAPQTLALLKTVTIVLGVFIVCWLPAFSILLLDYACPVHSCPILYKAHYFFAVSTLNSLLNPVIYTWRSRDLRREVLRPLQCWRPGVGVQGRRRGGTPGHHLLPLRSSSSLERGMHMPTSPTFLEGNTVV
Mac1 fbg inh = inhibitors of CD11b/CD18 adhesion to fibrinogen, primary screen, K562 cells, luminescence; ATPlite luminescence; Mn2+ added to activate the integrin; inhibition, % at 10 µM; 0.54% of 93,000 active;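 active = primary inhibition of 50% or more at 10 µM, then 40% or more on retest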; note: some results filed as inactive read as strong as hits
Target sequence (P05107 whole entry, looked up, other chains not shown): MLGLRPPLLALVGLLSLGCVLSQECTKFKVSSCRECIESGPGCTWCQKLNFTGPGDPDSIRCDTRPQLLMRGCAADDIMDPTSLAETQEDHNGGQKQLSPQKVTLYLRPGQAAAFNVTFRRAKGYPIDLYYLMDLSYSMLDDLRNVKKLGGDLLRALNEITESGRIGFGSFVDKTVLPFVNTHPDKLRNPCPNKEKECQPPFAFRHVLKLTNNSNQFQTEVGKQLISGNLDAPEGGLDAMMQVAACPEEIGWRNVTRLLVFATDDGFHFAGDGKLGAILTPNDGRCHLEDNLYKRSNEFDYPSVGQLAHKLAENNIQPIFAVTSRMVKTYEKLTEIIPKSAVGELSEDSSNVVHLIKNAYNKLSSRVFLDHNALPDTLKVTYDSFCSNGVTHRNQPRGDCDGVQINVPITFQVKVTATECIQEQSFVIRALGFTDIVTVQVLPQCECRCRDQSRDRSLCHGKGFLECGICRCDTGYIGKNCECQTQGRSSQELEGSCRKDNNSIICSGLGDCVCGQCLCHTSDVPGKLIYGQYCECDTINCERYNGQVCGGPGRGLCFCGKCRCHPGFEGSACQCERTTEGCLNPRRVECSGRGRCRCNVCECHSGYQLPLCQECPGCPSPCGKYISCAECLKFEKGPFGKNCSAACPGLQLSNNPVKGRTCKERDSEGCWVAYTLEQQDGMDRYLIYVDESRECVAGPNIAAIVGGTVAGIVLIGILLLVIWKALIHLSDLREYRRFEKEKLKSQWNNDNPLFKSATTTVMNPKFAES
S1P2 antag = human S1P2 receptor antagonists, primary screen, cell-based | inhibition, % at 5 µM | cell-based S1P2 antagonist assay, inhibition at 5 uM | 0.21% of 97,000 active | Sphingosine 1-phosphate receptor 2 (Homo sapiens), O95136 | AID 736, 2007; in the data active = inhibition above about 45%;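 note: CRE beta-lactamase reporter cells expressing human S1P2 stimulated with S1P; 0% = agonist at EC80 alone and 100% = agonist plus reference antagonist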
PostGolgi yeast = phenotypic screen on post-Golgi transport, primary screen. 0.9% of 98,000 active. inhibition, % at 10 µM. post-Golgi transport phenotypic cell assay. AID 739, 2007;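 note: yeast cells grown in 1536-well plates; yeast grown about 18 h at 30C before absorbance read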
sEH activator = soluble epoxide hydrolase activators, primary screen, biochemical, human sEH. activation, % at 2 µM. 0.04% of 91,000 active. purified human sEH enzymatic activity, activator screen; in the data active = activation above about 37%; note: values of inactives mirror those of a sister screen read the other way
E coli WT exp = growth inhibitors of wild-type E. coli, primary screen, strain BW25113, expanded library, OD600; OD600 absorbance; growth inhibition, % at 100 µM; 0.15% of 98,000 active;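 active = growth inhibition above about 50% at one test dose, limit read from the data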;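 note: growth measured after 20 h incubation at 37 °C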
sEH inh = soluble epoxide hydrolase inhibitors, primary screen, biochemical, human sEH; Bifunctional epoxide hydrolase 2 (Homo sapiens), P34913; recombinant human sEH enzymatic activity assay; inhibition, % at 2 µM; 0.34% of 91,000 active; AID 707, 2007; in the data active = inhibition above about 80%; note: values of inactives mirror those of a sister screen read the other way; many of its hits are not listed in these tables
* marks the source's active call; other numbers are inactive results; · = no result given. Cut-off read from the data, not from the text of the source, unless noted: active = inhibition above about 30%; inactive = the rest. The order is random. About 7.1% of those tested had a hit in this group.

# | SMILES | PostGolgi ctrl | PLAP activator | S1P2 ag | Mac1 fbg inh | S1P2 antag
1 | CSc1ccc(S(=O)(=O)Nc2cccc(F)c2)cc1 | 14 | 1.3 | -4 | -3 | -24
2 | Cc1cccc(NC(=O)C2CCCN2C(=O)Oc2ccccc2)c1 (stereo not drawn) | -8 | 1.3 | -2 | 3 | 11
3 | Cc1ccc2c(c1)cc(CN(Cc1ccco1)S(=O)(=O)c1ccccc1)c1nnnn12 | 45* | 1 | -10 | -3 | -4
4 | COC(=O)c1[nH]c2cc(OC)c(OC)cc2c1NC(=O)Oc1ccccc1 | 3 | 0.9 | -4 | 4 | -11
5 | CN1CCN(C(=S)Nc2ccc(Cl)cc2Cl)CC1 | 10 | 1 | -2 | 6 | 9
6 | C/C(NCc1ccccc1)=C(\C#N)C(=O)NCc1ccccc1 | 15 | 0.9 | -7 | -1 | -14
7 | CC1CN(CC(O)COc2ccc(C(C)C)cc2)CC(C)O1 (stereo not drawn) | 22 | 1.3 | 0 | 20 | -13
8 | CC1CCN(c2nncc3ccccc23)CC1 | -5 | 0.9 | -5 | -17 | 6

# | PostGolgi yeast | sEH activator | E coli WT exp | sEH inh
1 | -14 | -7 | 17 | 5
2 | -3 | -10 | -1 | 13
3 | -3 | -13 | -4 | 15
4 | 6 | 17 | -16 | -18
5 | -3 | -8 | 11 | 8
6 | -2 | -5 | 3 | 3
7 | 59* | 1 | 1 | -1
8 | -1 | 2 | 7 | 0

More compounds follow:
# | SMILES | PostGolgi ctrl | PLAP activator | S1P2 ag | Mac1 fbg inh | S1P2 antag
9 | COc1ccc(NC(=O)C2=C(C)C(=O)OC23CCC(C)CC3)c(OC)c1 (stereo not drawn) | 14 | 1.2 | · | -1 | ·
10 | COC(=O)C1=C(C)NC(=O)CC1c1ccccc1F (stereo not drawn) | 6 | 1.2 | -7 | 6 | 24
11 | CCOC(=O)C(C)C1(O)c2ccccc2-c2ncccc21 (stereo not drawn) | 8 | 1.2 | -4 | -4 | -5
12 | CCCc1cc(C(=O)N2CCN(C(c3ccccc3)c3ccccc3)CC2)no1 | 13 | 1.5 | · | 10 | ·
13 | O=C(CC1(O)C(=O)N(Cc2ccccc2Cl)c2ccccc21)c1ccco1 (stereo not drawn) | 34* | 0.8 | -4 | 10 | -14
14 | O=C1/C(=C/c2cccs2)CCc2ccccc21 | 13 | 0.9 | -6 | 38 | -36
15 | CCOC(=O)c1c(NC(=O)Nc2ccccc2)sc(C)c1C | 14 | 0.9 | 0 | -3 | 1
16 | O=C(O)C1CCCCC1C(=O)Nc1ccc(Cl)cc1 (stereo not drawn) | 23 | 1 | 0 | 0 | 3

# | PostGolgi yeast | sEH activator | E coli WT exp | sEH inh
9 | -1 | · | 5 | ·
10 | 2 | 13 | 2 | -16
11 | 3 | -1 | 0 | 4
12 | 3 | · | -15 | ·
13 | -3 | 13 | 5 | -10
14 | -7 | -3 | 7 | 1
15 | -4 | -3 | -9 | 2
16 | -2 | 2 | 4 | -2

Later entries.
# | SMILES | PostGolgi ctrl | PLAP activator | S1P2 ag | Mac1 fbg inh | S1P2 antag
17 | Cc1cc(/C=C(\C#N)C(=O)Nc2ccc(F)cc2)c(C)n1-c1ccc(N2CCOCC2)c([N+](=O)[O-])c1 | 8 | 1.3 | -10 | 14 | -26
18 | Cc1ccccc1N=C/C=C1/C=C(c2ccccc2)OC(C)(C)O1 | · | · | -4 | · | 30
19 | Cc1c(N2C(=O)c3ccc4c5c(ccc(c35)C2=O)CC4)c(=O)n(-c2ccccc2)n1C | 5 | 1.1 | -4 | -33 | -10
20 | Cc1ccc2c(Cl)cc(Cl)c(OCC(=O)Nc3cc(C)on3)c2n1 | 1 | 0.9 | 6 | · | 13
21 | OC1(c2ccc(F)cc2)CCN(Cc2ccccc2)C1 (stereo not drawn) | 9 | 0.8 | -7 | -6 | 19
22 | O=C(c1ccccc1NS(=O)(=O)c1ccc2c(c1)OCCO2)N1CCOCC1 | · | · | -1 | · | -23
23 | COc1ccc(N2C(=O)CCC2=O)cc1 | 11 | 0.9 | -3 | -17 | -4
24 | NC(=O)c1sc2nccc(Nc3ccccc3)c2c1N | 5 | 0.8 | · | -4 | ·

# | PostGolgi yeast | sEH activator | E coli WT exp | sEH inh
17 | 2 | -56 | -6 | 57
18 | · | -5 | · | 7
19 | 11 | 2 | -4 | 0
20 | -8 | 19 | -9 | -16
21 | -13 | -4 | 4 | 3
22 | · | 8 | · | -2
23 | 1 | 6 | -2 | -7
24 | -2 | · | 7 | ·

Further compounds follow.
# | SMILES | PostGolgi ctrl | PLAP activator | S1P2 ag | Mac1 fbg inh | S1P2 antag
25 | O=C1C(=O)N(CNc2ccccn2)c2ccccc21 | -2 | 1.1 | -5 | · | 4
26 | CN1CCN(C(=O)c2cc3c(s2)-c2ccccc2S(=O)(=O)C3)CC1 | 21 | 1.1 | · | 4 | ·
27 | Cc1cc(C(=O)NCc2ccc(S(N)(=O)=O)cc2)c(C)o1 | 8 | 0.9 | -3 | -8 | 8
28 | CCC(=O)N(Cc1ccco1)c1nc(-c2cc(OC)ccc2OC)cs1 | 10 | · | -5 | · | -12
29 | COc1ccc(-c2nc(N)n[nH]2)cc1OC | -4 | 1.2 | -6 | -9 | 17
30 | Cc1ccc(O/C=C2\OC(=O)c3ccccc32)cc1 | · | · | 1 | · | -18
31 | O=C(O)C1CC(=O)N(c2ccc(OCc3ccccc3)cc2)C1 (stereo not drawn) | 2 | 1.1 | -8 | 10 | -5
32 | CN(C)S(=O)(=O)Oc1ccsc1C(=O)Nc1cccc(Cl)c1Cl | 32* | 0.9 | -3 | · | 24

# | PostGolgi yeast | sEH activator | E coli WT exp | sEH inh
25 | -2 | 8 | 10 | -10
26 | -14 | · | 0 | ·
27 | 0 | -8 | 2 | 8
28 | -2 | 6 | -12 | -4
29 | 10 | 8 | 4 | -6
30 | · | -9 | · | 10
31 | -2 | 12 | -12 | -9
32 | -10 | 4 | -12 | -2

Further results
# | SMILES | PostGolgi ctrl | PLAP activator | S1P2 ag | Mac1 fbg inh | S1P2 antag
33 | Cc1[nH]nc2c1C(c1ccccc1F)CC(=O)N2 (stereo not drawn) | 1 | 1.4 | -6 | · | 10
34 | C=CCN(C1CCCCC1)S(=O)(=O)c1ccc2c(c1)oc(=O)n2C | 13 | 1.1 | -5 | -10 | -32
35 | CCCN(CCC)C(=O)CSc1nc2ccsc2c(=O)n1NC(=O)c1ccccc1 | 3 | 1.1 | -12 | -10 | -5
36 | CC(NC(=O)C1CCCO1)c1ccccc1 (stereo not drawn) | 6 | 0.8 | -1 | -37 | -19
37 | CCc1ccc(NC(=O)CCNS(=O)(=O)c2cccc3nsnc23)cc1 | -5 | 0.6 | -5 | 14 | 14
38 | Cc1ccc(NC(=S)Nc2ncccc2C)c(C)c1 | 14 | 0.7 | -3 | -3 | 4
39 | Cc1cc(Br)ccc1OCc1nc(-c2cccnc2)no1 | 6 | 0.9 | -2 | -28 | -5
40 | CC12CN3CC(C)(CN(C1)C3c1ccc(Br)cc1)C2 (stereo not drawn) | 1 | 1.1 | -5 | 5 | 21

# | PostGolgi yeast | sEH activator | E coli WT exp | sEH inh
33 | 1 | -4 | 10 | 5
34 | -4 | -2 | 1 | 4
35 | 8 | -32 | 0 | 34
36 | 2 | 7 | -1 | -4
37 | 6 | -6 | 21 | 3
38 | 15 | -5 | 9 | 7
39 | -10 | 9 | -7 | -11
40 | 5 | -6 | 2 | 6

Next section
# | SMILES | PostGolgi ctrl | PLAP activator | S1P2 ag | Mac1 fbg inh | S1P2 antag
41 | Cn1c(=O)c2c(n(Cc3ccccc3)c1=O)NC(=O)C2CC(=O)N1CCc2ccccc2C1 (stereo not drawn) | -5 | 1.2 | · | 13 | ·
42 | CCOC(=O)c1ccc(NC(=O)CSc2nnnn2C2CCCCC2)cc1 | · | · | 1 | · | -18
43 | CCC(CC)NC(=O)c1cc(OC)c(OC)c(OC)c1 | 6 | 1 | · | -13 | ·
44 | Cc1ccc(N(CC(=O)NCc2ccc3c(c2)OCO3)S(C)(=O)=O)cc1 | 5 | 1.1 | -6 | -4 | 2
45 | CCOc1ccc(N2CC(C(=O)NCCC3=CCCCC3)CC2=O)cc1 (stereo not drawn) | 13 | 1.2 | -5 | -10 | 19
46 | O=C(NCc1ccc2c(c1)OCO2)C1CCCN1C(=O)Nc1ccccc1 (stereo not drawn) | -1 | 1 | -7 | 0 | -14
47 | CC1(C)CC(=O)c2cc(C(=O)NC3CCSC3=O)c(=O)n(-c3ccccc3)c2C1 (stereo not drawn) | 1 | 1.6 | -8 | 34 | -3
48 | Oc1c(C(c2cccs2)N2CCOCC2)sc2ncnn12 (stereo not drawn) | -3 | 0.9 | -4 | 5 | 14

# | PostGolgi yeast | sEH activator | E coli WT exp | sEH inh
41 | -1 | · | -14 | ·
42 | · | -10 | · | 10
43 | -3 | · | -3 | ·
44 | -6 | -6 | -5 | 6
45 | -7 | -17 | -2 | 17
46 | 33* | -2 | 2 | 3
47 | -39 | -7 | 6 | 6
48 | -1 | -9 | 3 | 8

Some of the entries so far, as tab-separated lines.
entry	SMILES	PostGolgi ctrl	PLAP activator	S1P2 ag	Mac1 fbg inh	S1P2 antag	PostGolgi yeast	sEH activator	E coli WT exp	sEH inh
33	Cc1[nH]nc2c1C(c1ccccc1F)CC(=O)N2 (stereo not drawn)	1	1.4	-6	·	10	1	-4	10	5
34	C=CCN(C1CCCCC1)S(=O)(=O)c1ccc2c(c1)oc(=O)n2C	13	1.1	-5	-10	-32	-4	-2	1	4
35	CCCN(CCC)C(=O)CSc1nc2ccsc2c(=O)n1NC(=O)c1ccccc1	3	1.1	-12	-10	-5	8	-32	0	34
36	CC(NC(=O)C1CCCO1)c1ccccc1 (stereo not drawn)	6	0.8	-1	-37	-19	2	7	-1	-4
37	CCc1ccc(NC(=O)CCNS(=O)(=O)c2cccc3nsnc23)cc1	-5	0.6	-5	14	14	6	-6	21	3
38	Cc1ccc(NC(=S)Nc2ncccc2C)c(C)c1	14	0.7	-3	-3	4	15	-5	9	7
39	Cc1cc(Br)ccc1OCc1nc(-c2cccnc2)no1	6	0.9	-2	-28	-5	-10	9	-7	-11

Next section:
# | SMILES | PostGolgi ctrl | PLAP activator | S1P2 ag | Mac1 fbg inh | S1P2 antag
49 | O=C(NCC(F)(F)F)Nc1nnc(C(F)(F)F)s1 | 4 | 1.1 | -8 | 51 | 9
50 | CCc1nnc(N2CCN(c3ncnc4c3oc3ccccc34)CC2)s1 | 2 | 1.6 | -4 | 15 | -3
51 | Cc1c(NC(=O)c2cnn3c(C(F)(F)F)cc(-c4ccco4)nc23)c(=O)n(-c2ccccc2)n1C | 0 | 1.4 | -7 | -8 | 3
52 | Cc1ccc(N2C(=O)CC(Sc3nc4ccccc4o3)C2=O)cc1Cl (stereo not drawn) | 39* | 0.9 | -4 | · | 20
53 | O=C(COc1ccc2ccccc2c1)N1c2ccccc2Sc2ccccc21 | 27 | 1.4 | -7 | 10 | -15
54 | COc1cccc(/C=N/Nc2ccc(S(=O)(=O)O)cc2)c1O | 11 | 1.1 | -2 | 3 | 17
55 | O=C(NCC1CCCO1)c1ccc2c(=O)n(CC3CCCO3)c(=S)[nH]c2c1 (stereo not drawn) | -3 | 1 | -1 | -3 | 14
56 | CC(C)NC(=O)NC(=O)CSc1ncc(C(F)(F)F)cc1Cl | 17 | 0.9 | -5 | -15 | -2
57 | CN(Cc1ccccc1)S(=O)(=O)c1ccc(S(=O)(=O)N2CCN(CCC#N)CC2)cc1 | · | · | -5 | · | 19
58 | CCn1c(NCc2cccc(OC)c2OC)nc2ccccc21 | 4 | · | 0 | · | -10

# | PostGolgi yeast | sEH activator | E coli WT exp | sEH inh
49 | 1 | -2 | 35 | 3
50 | 5 | 1 | -4 | 2
51 | 16 | 14 | -17 | -14
52 | -3 | 1 | 3 | -2
53 | -8 | 3 | -25 | -4
54 | -5 | 4 | 0 | -3
55 | -6 | -3 | 5 | 3
56 | 1 | -6 | 4 | 6
57 | · | 1 | · | -2
58 | 5 | 6 | 2 | -2
